Assay outcomes: PubChem BioAssay, several laboratories
NCOA3 inh: human NCOA3 inhibition; 0.17% of 360,000 active; Q9Y6Q9; AID 588352; HEK293 GAL4-SRC3 luciferase reporter, luminescence; inhibition, % at 3.6 µM;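 active = inhibition above a per-campaign cutoff, the mean of all compounds plus 3 SD, cut at about 60% in these data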;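 also: 0% = DMSO-treated cells and 100% = gossypol-treated cells at 36 µM; higher means less SRC3-driven luciferase light from the GAL4 reporter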
Target sequence (Q9Y6Q9 whole entry, looked up, the tested form may be a part): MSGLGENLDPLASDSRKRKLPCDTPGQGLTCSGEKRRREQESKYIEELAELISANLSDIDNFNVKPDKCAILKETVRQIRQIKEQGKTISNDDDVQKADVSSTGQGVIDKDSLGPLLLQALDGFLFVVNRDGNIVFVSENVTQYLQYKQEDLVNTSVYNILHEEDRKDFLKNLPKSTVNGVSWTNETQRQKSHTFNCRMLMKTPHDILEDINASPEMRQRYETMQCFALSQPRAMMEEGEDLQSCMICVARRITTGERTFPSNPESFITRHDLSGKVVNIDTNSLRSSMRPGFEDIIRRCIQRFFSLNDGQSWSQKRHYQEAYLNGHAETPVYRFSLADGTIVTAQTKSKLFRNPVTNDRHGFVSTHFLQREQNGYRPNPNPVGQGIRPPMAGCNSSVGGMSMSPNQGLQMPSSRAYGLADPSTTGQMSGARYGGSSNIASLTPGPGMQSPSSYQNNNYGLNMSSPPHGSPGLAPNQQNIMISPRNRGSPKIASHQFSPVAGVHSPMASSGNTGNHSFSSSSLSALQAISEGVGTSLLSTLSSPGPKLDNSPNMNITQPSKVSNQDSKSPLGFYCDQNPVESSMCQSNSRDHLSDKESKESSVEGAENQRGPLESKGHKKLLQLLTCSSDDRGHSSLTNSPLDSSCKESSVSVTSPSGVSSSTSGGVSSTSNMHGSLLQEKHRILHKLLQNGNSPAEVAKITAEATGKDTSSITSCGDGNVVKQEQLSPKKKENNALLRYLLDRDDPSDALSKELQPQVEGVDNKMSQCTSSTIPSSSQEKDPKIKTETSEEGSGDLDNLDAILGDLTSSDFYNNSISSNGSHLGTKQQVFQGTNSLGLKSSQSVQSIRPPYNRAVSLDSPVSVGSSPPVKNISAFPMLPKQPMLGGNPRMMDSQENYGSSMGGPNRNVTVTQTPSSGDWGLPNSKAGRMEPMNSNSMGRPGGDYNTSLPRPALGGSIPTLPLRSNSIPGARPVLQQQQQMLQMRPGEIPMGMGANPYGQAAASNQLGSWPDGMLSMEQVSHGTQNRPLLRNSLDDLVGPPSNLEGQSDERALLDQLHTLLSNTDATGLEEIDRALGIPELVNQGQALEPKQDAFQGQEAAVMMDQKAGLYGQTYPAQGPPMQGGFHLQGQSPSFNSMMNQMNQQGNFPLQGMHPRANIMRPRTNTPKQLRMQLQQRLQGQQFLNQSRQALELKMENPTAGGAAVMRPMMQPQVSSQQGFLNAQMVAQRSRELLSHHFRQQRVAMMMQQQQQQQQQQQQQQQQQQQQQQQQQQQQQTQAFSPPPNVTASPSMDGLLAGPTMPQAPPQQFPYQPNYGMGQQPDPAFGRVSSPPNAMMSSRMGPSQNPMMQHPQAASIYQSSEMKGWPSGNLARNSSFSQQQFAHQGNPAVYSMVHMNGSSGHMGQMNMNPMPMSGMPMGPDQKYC
KKLEB cytotox: reduces viability of KKLEB cystic fibrosis airway cells. KKLEB CF airway cells viability, ATPlite luminescence, overnight; hits give low values; cells stimulated with P. aeruginosa culture filtrate. activity change (cytotoxicity), % at 5 µM. 0.36% of 360,000 active;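 active = corrected activity change at or below -50% at 5 µM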
TWEAK Fn14 block: inhibitors of TWEAK-Fn14 interaction signaling; TWEAK-stimulated Fn14 reporter cells, luciferase luminescence, 8 h; inhibition, % at 10 µM; 2% of 360,000 active; AID 1159606; in the data active = inhibition above about 50%
CF NFkB block: cystic fibrosis NF-kB activation inhibition. KKLEB NF-kB-GFP reporter, PAF-induced, GFP fluorescence overnight. inhibition, % at 5 µM. 0.86% of 360,000 active. AID 588850;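 active = at least 50% inhibition at 5 µM, scaled per plate between neutral and stimulator controls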;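 also: PAF is a Pseudomonas aeruginosa culture filtrate used as stimulus; plate controls were PAF-stimulated DMSO wells for no effect and unstimulated DMSO wells for full effect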
NCOA2 inhibitor: inhibits human steroid receptor coactivator 2 | Q15596 | inhibition, % at 9 µM | AID 651957 | HEK293 GAL4-SRC2 luciferase reporter, luminescence | 0.17% of 370,000 active;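 active = inhibition above the mean inhibition of all tested compounds plus 3 SD, set per campaign, cut at about 52% in these data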;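 also: 0% = DMSO treated cells and 100% = cells given Gossypol at 36 µM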
LMP1 NFkB inh: Epstein-Barr LMP1 NF-kappaB reporter inhibition. LMP1-induced NF-kappaB luciferase reporter cells, luminescence. 0.69% of 350,000 active. AID 504558. inhibition, % at 12.5 µM; in the data active = inhibition above about 41%;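 also: 0% = neutral control wells and 100% = reference inhibitor control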
NR5A2 inv ag: NR5A2 inverse agonism in reporter assay. AID 602396. O00482. HEK293T StAR-luciferase reporter, LRH-1 transfected, 24 h. 0.13% of 360,000 active. inhibition, % at 3.6 µM;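 active = inhibition above the mean inhibition of all tested compounds plus 3 SD, cut at about 73% in these data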;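 also: 0% = DMSO wells and 100% = reporter-only cells lacking LRH-1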
TROY signal inh: blocks TROY-dependent signaling in reporter cells. Q293 LMP1-TROYcd NF-kB luciferase reporter, 4 h. 0.98% of 360,000 active. inhibition, % at 10 µM. AID 1347056;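 active = compounds whose plate-normalised and pattern-corrected inhibition of the luciferase reporter signal at the single screening dose is 50% or more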
NCOA1 inh: human NCOA1 inhibition; HEK293 GAL4-SRC1 luciferase reporter, luminescence; inhibition, % at 3.6 µM; 0.12% of 360,000 active; AID 588354;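 active = inhibition above the campaign mean plus 3 SD, with each screening campaign given its own cutoff, cut at about 60% in these data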;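 also: 0% = DMSO treated cells and 100% = gossypol at 36 µM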
TRAIL sens C8: sensitizes caspase-8 expressing cells to TRAIL. inhibition (viability loss, TRAIL sensitization), % at 10 µM. NB7+C8 cells + TRAIL, ATPlite viability luminescence. 1% of 360,000 active. AID 624354;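 active = compounds causing at least 50% loss of cell viability in the single-dose screen, relative to plate controls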
COUP-TFII inh: inhibitors of human COUP-TFII (NR2F2). P24468. HEK293T NGFI-A luciferase reporter, luminescence. inhibition, % at 8.6 µM. 0.7% of 370,000 active. AID 686940;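 active = inhibition above a per-plate cutoff, mean inhibition of test wells between control levels plus 3 SD, cut at about 38% in these data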;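 also: cells cotransfected with COUP-TFII expression vector driving the NGFI-A reporter; 0% = median of COUP-TF2 test wells and 100% = reporter-only cells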
* marks the source's active call; other numbers are inactive results; / = no result given.

SMILES	NCOA3 inh	KKLEB cytotox	TWEAK Fn14 block	CF NFkB block	NCOA2 inhibitor	LMP1 NFkB inh	NR5A2 inv ag	TROY signal inh	NCOA1 inh	TRAIL sens C8	COUP-TFII inh
O=C(c1cccs1)c1no[n+]([O-])c1C(=O)c1cccs1	0	-94*	6	93*	/	-242	6	-9	-2	92*	/
Cc1ccc2c(c1)[C@H]1[C@H](CO2)[C@H](c2ccccc2)[C@]2(C)C(=O)N(Cc3ccc(Cl)cc3)CC(=O)N12	-20	2	5	1	11	-9	15	-2	-2	-1	0
CCOC(=O)CSC1=N/C(=C\c2ccc(OC)c(OC)c2)C(=O)N1C	5	-2	-21	6	12	8	6	-1	11	-3	2
CC(C)N(Cc1ccccc1)C(=S)Nc1ccc(F)cc1	-12	-4	10	-1	-5	3	11	10	-11	13	2
Cc1nn(-c2ccccc2)c(Cl)c1/C=N/NC(=O)c1ccn[nH]1	-86	-13	50*	-5	-13	/	-140	-16	-134	75*	-50
CCCCOC(=O)c1ccc(NC(=O)c2cc(Cl)ccc2OC)cc1	12	8	-11	-6	-21	-5	-6	6	3	3	-6
Cn1cnnc1SCC(=O)Nc1ccc(Oc2ccccc2)cc1	1	-3	-18	-8	-12	-5	-4	4	-15	-2	1
COc1ccccc1N1CCN(CC(O)COCCOc2ccc(Br)cc2)CC1 (stereo not drawn)	20	-11	3	11	10	13	0	22	2	2	14
CCN(CC)C1CCN(C(=O)CCc2nnc(CCCCc3ccccc3)o2)C1 (stereo not drawn)	23	-13	-41	20	-3	-9	7	-9	-21	1	4
Cc1sc2ncn(CC(=O)NCC3COc4ccccc4O3)c(=O)c2c1S(=O)(=O)N1CCCCC1 (stereo not drawn)	-16	3	7	1	9	-6	-7	-7	5	1	-5
COc1cc(Cl)c(C)cc1NC(=O)CCCn1c(=O)oc2ccccc21	17	-8	-5	6	-5	14	5	1	-9	11	-12
COc1cccc(OC)c1C(=O)Nc1cc(C)on1	20	2	14	2	9	-5	-16	-22	-49	-13	-10
O=C(Nc1ccccc1F)c1ccc(CN2CCc3ccccc3C2)cc1	-1	3	7	5	11	7	12	-14	5	-3	2
O=S(=O)(NC1CCCCC1N1CCN(c2ccc(F)cc2)CC1)c1ccccc1 (stereo not drawn)	-9	-3	-5	5	-12	12	9	-4	2	-3	-23
Cc1c(NC(=O)CSCc2ccc(Cl)cc2Cl)cccc1C(=O)O	-38	-4	-12	-14	8	-2	-6	-14	-14	4	-13
O=C1[C@H]2C(c3ccccc3)=NN(c3ccccc3)[C@H]2C(=O)N1c1ccccc1	-2	7	0	-2	7	2	-13	18	-9	-5	-14
CCOC(=O)Cc1csc(NC(=O)C(C)(C)CC)n1	-11	3	-27	-8	-7	-2	-35	-47	-42	15	-3
COc1ccc2nc(NC(=O)C3CSC4(C)CCC(=O)N34)sc2c1 (stereo not drawn)	1	0	10	21	-24	-12	-24	-7	-18	12	13
COc1ccc(C(=O)Nc2ccc(Cl)cc2C(=O)N2CCCC(C)C2)cc1OC (stereo not drawn)	15	-4	-12	8	-34	-8	0	-13	-26	-3	0
O=C(Nc1ccccc1O)c1csc2c1CCCC2	-97	-8	-9	0	-49	-31	-72	-48	-76	-4	-21
CCCCOP(=O)(c1ccc(N(C)C)cc1)C(Nc1ccccc1)c1ccccc1 (stereo not drawn)	24	-10	25	-10	-2	17	-12	31	-3	10	5
O=C(O)CC/C(=C\c1ccc(N2CCOCC2)c([N+](=O)[O-])c1)c1nc2ccccc2s1	-4	0	-11	12	-6	2	2	33	-30	2	-9
O=C(OCc1ccc(F)cc1)c1ccc2c(c1)-c1ccccc1C2=O	-38	11	-47	-11	-7	-12	-6	-50	-29	-21	-4
OC[C@@H]1CN(Cc2ccc(Cl)cc2)C[C@H](n2cnc3c(NCc4ccc(F)cc4)ncnc32)O1	2	3	23	4	5	/	0	19	10	-6	18
CC(C)N1CC(C(=O)Nc2nc3ccccc3s2)CC1=O (stereo not drawn)	-12	9	11	-23	-27	2	-2	-7	-8	-21	-3
COC(=O)c1ccccc1S(=O)(=O)NNC(=O)C1COc2ccccc2O1 (stereo not drawn)	12	2	19	-10	1	3	-23	6	-1	-8	15
CCn1c(CNc2cccc(Cl)c2)nnc1SCc1ccccc1	7	-15	6	35	-4	-6	-39	10	-8	3	3
CCOC(=O)Cn1nc(C(F)F)c(Br)c1C	14	-16	4	23	-24	-4	-2	-26	11	-4	-2
COc1ccc([C@H]2CC(=O)C=C(c3cc(Cl)ccc3C)C2)cc1	4	11	15	11	-7	-2	-3	-3	-8	-4	-17
CCCCC(O)(C(NC=O)C(=O)OC)C(F)(F)F (stereo not drawn)	-11	-1	-8	17	-34	-3	12	-4	1	25	17
CC(C)Cc1nnc(NC(=O)Cc2cccs2)s1	2	3	-28	-19	1	-7	10	0	-7	-7	4
CCN(C(=O)CSc1nc(C2CC2)n(-c2ccccc2)n1)C1CCS(=O)(=O)C1 (stereo not drawn)	6	-4	4	19	8	4	-11	-2	-6	5	3
O=C(COC(=O)c1cc(S(=O)(=O)N2CCOCC2)ccc1F)NCc1ccco1	19	-6	-7	8	-1	0	-1	8	-88	10	10
CN(C)/C=C/c1oc2ccc(O)cc2c1[N+](=O)[O-]	-34	-3	-30	-28	-11	-1	-21	-37	-19	15	-33
CN(CCC1CCCCO1)Cc1cn(C)nc1-c1ccc2c(c1)OCCO2 (stereo not drawn)	12	1	-14	13	-28	3	2	15	1	7	-17
COc1cccc(N2CCN(C(=O)c3cccc(S(=O)(=O)N4CCCC4)c3)CC2)c1	3	8	-10	-12	-10	7	-14	3	9	-9	-1
Cc1ccc(C(=O)OC(C(=O)O)C(OC(=O)c2ccc(C)cc2)C(=O)O)cc1 (stereo not drawn)	-10	14	-6	-3	2	4	5	15	-7	-26	-12
COc1ccc(CCN2CCCn3c2nc2c3c(=O)n(CC(N)=O)c(=O)n2C)cc1OC	9	-2	22	4	5	2	-4	6	14	-1	-2
CCC1=NN(C(=O)c2ccc(Cl)cc2)C(O)(c2ccc(C)cc2)C1 (stereo not drawn)	1	-10	2	21	-23	-17	-20	-21	-2	-2	-14
CCC(C)C(NC(=O)OC(C)(C)C)C(=O)NC(C(=O)N1CCCC1C(N)=O)C(C)CC (stereo not drawn)	-15	11	5	-8	-13	-6	-4	/	-1	-3	-1

Five records drawn at random from those above, as already listed:
SMILES	NCOA3 inh	KKLEB cytotox	TWEAK Fn14 block	CF NFkB block	NCOA2 inhibitor	LMP1 NFkB inh	NR5A2 inv ag	TROY signal inh	NCOA1 inh	TRAIL sens C8	COUP-TFII inh
Cc1ccc(C(=O)OC(C(=O)O)C(OC(=O)c2ccc(C)cc2)C(=O)O)cc1 (stereo not drawn)	-10	14	-6	-3	2	4	5	15	-7	-26	-12
CC(C)Cc1nnc(NC(=O)Cc2cccs2)s1	2	3	-28	-19	1	-7	10	0	-7	-7	4
COc1ccc(CCN2CCCn3c2nc2c3c(=O)n(CC(N)=O)c(=O)n2C)cc1OC	9	-2	22	4	5	2	-4	6	14	-1	-2
O=C(COC(=O)c1cc(S(=O)(=O)N2CCOCC2)ccc1F)NCc1ccco1	19	-6	-7	8	-1	0	-1	8	-88	10	10
CCC1=NN(C(=O)c2ccc(Cl)cc2)C(O)(c2ccc(C)cc2)C1 (stereo not drawn)	1	-10	2	21	-23	-17	-20	-21	-2	-2	-14

Continued:
SMILES	NCOA3 inh	KKLEB cytotox	TWEAK Fn14 block	CF NFkB block	NCOA2 inhibitor	LMP1 NFkB inh	NR5A2 inv ag	TROY signal inh	NCOA1 inh	TRAIL sens C8	COUP-TFII inh
COc1ccc(N2CCN(C(=O)NC34CC5CC(CC(C5)C3)C4)CC2)cc1	8	4	10	-3	20	5	1	9	6	-8	11
O=S(c1ccccc1O)S(=O)c1ccccc1O (stereo not drawn)	-1	1	-8	-6	-24	-1	-1	27	0	7	-1
COc1ncccc1C(=O)NC1CCCc2c1cnn2-c1cc(C)cc(C)c1 (stereo not drawn)	22	-9	-9	20	12	7	-12	1	-6	-11	-3
CCc1ccccc1OCc1nc2ccc(S(=O)(=O)N3CCOCC3)cc2[nH]1	10	-3	5	-4	-8	5	9	-29	-1	6	8
COc1cc(/C=N/NC(=O)c2cccnc2)ccc1OS(=O)(=O)c1ccc(C)cc1	1	-7	-11	18	-18	16	-7	16	1	-2	8
COc1ccc(NC(=O)c2sc3nc(-c4cccnc4)ccc3c2N)cc1OC	8	-3	-25	-11	7	-2	-3	-12	0	-10	-12
COc1ccc(OC)c(S(=O)(=O)Nc2cc(C)on2)c1	0	2	-19	-9	-4	2	-8	-15	2	-5	7
Cc1ccc(S(=O)(=O)NCC(=O)NCC(=O)OCc2c(F)cccc2Cl)cc1	18	4	6	-1	-16	-5	15	1	-10	-3	2
COC(=O)Cn1c(C(F)(F)F)nc2ccccc21	-5	0	-5	-2	-6	3	14	-15	-9	-11	-10
COc1ccc2c(c1)c1nc3ccccc3nc1n2CC(=O)OC(C)C	12	-56*	-21	23	1	-4	7	-3	2	18	-12
Cc1cccc(C(C#N)c2ccc(Cl)nn2)c1 (stereo not drawn)	-1	6	4	-9	-6	-8	8	2	-47	-11	8
CCOC(=O)C1CCN(Cc2ccc(OCc3ccccc3)cc2)CC1	-9	9	-29	0	-13	4	6	-15	6	-2	10
CC1(C(=O)NS(=O)(=O)c2ccc(Br)cc2)CCN1C(=O)Cc1ccsc1 (stereo not drawn)	-14	3	-2	-6	-17	/	7	-8	3	1	-3
CCOC(=O)COc1ccc(C(=O)NC2CCCCC2)cc1	6	6	9	-9	/	5	-11	-5	9	-5	/
CCOC(=O)N1CCN(C(=S)NC(=O)c2ccc(Br)cc2)CC1	11	0	4	7	8	-4	-21	-10	10	7	1
CCOC(=O)C1=C[C@@H](C(C)(C)C)N(S(=O)(=O)c2ccc(C)cc2)[C@H]1c1cccc(Cl)c1	12	2	6	38	10	/	19	15	3	9	-2
CCCC(C(=O)NC1=NCCS1)c1ccccc1 (stereo not drawn)	-24	-2	7	-1	-13	-4	17	10	6	0	13
Cn1nc(-c2ccc(C(=O)NCCO)cc2)c2ccccc2c1=O	9	-6	4	-11	-6	5	2	-3	0	18	-4
Cc1cccc(NC(=O)[C@@H]2CCCN2C2=NS(=O)(=O)c3ccccc32)c1C	8	6	15	11	2	-16	-6	-5	-21	-4	-2
O=C(NCCO)c1ccc(CSc2nc3ccccc3[nH]2)cc1	-34	1	-7	3	-39	2	-18	-38	-38	-2	-21
CCc1ccc(NC(=S)Nn2cnnc2)cc1	4	9	5	-1	21	2	25	8	1	-6	7
CC(=O)c1sc(NC(=O)c2oc3ccc(F)cc3c2C)nc1C	-38	10	4	-15	-62	-16	-26	-48	-75	41	-36
Cc1cc(C)c(S(=O)(=O)N2CCCOC2CNC(=O)C(=O)NCCC2=CCCCC2)c(C)c1 (stereo not drawn)	22	-2	6	-3	5	8	17	-2	7	2	5
Cc1noc(C)c1COc1ccc(C(=O)N2CCC(C)CC2)cc1	8	0	-6	-9	-15	2	19	6	-4	16	-4
CCn1nnnc1SCC(=O)c1cccc(OC)c1	0	4	-3	4	-4	-3	-2	-12	-20	-13	-6
O=C(c1ccco1)N(CC1CCCO1)c1nc(-c2ccccc2)cs1 (stereo not drawn)	7	7	16	-5	-2	6	-46	-20	-14	20	16

An unsorted share of the library, and some 4.2% of all compounds hit somewhere here.
